PP5 inh: PP5 phosphatase inhibitors, primary screen, biochemical, fluorescence | 320,000 compounds, 0.18% hits | AID 1987, 2009 | purified PP5c, OMFP substrate fluorescence | inhibition, % at 6.7 µM | Serine/threonine-protein phosphatase 5 (Homo sapiens), P53041;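 active = inhibition above the campaign's mean inhibition across all tested compounds plus 3 SD, cut at about 9.5% in these data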;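 note: 0% = DMSO only and 100% = 100 µM cantharidin control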
Target sequence (P53041 whole entry, looked up): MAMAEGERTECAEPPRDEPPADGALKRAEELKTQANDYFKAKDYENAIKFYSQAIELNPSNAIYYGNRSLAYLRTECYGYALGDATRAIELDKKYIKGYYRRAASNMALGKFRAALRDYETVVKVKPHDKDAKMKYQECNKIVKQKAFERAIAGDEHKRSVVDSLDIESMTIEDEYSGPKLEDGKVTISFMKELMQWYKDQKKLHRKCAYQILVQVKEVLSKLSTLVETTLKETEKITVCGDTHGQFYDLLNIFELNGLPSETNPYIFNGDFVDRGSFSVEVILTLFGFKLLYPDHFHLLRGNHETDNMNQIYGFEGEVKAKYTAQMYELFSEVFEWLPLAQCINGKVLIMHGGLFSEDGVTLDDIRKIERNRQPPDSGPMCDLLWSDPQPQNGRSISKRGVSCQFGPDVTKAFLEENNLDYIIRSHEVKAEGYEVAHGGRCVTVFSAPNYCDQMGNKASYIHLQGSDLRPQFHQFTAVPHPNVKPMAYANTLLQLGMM
Efflux pump mplx: inhibitors of Candida efflux pumps in yeast, primary screen, S. cerevisiae, Nile Red, multiplex. 330,000 compounds, 0.44% hits. AID 485275, 2010. inhibition, % at 10 µM. S. cerevisiae Candida pump triplex;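 active = plate passing quality check with inhibition over a set limit, or well fluorescence over plate mean plus 4 SD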;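 note: Nile Red retained in pooled yeast measured as flow cytometry median fluorescence; 0% = buffer negative control and 100% = Enniatin B positive control; higher means more Nile Red kept so more efflux inhibition; some compounds called inactive have numbers as strong as hits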
procasp7 counter: procaspase-7 activators, primary screen, counter-screen for procaspase-3 activator project, biochemical, absorbance, HTS, human; activation, % at 8.5 µM; recombinant procaspase-7, Ac-DEVD-pNA absorbance 405 nm; D23A/D198A/D206A triple mutant, cannot self-cleave; scale: DMSO 0, 5 µM enzyme 100; 330,000 compounds, 0.093% hits; Caspase-7 (Homo sapiens), P55210;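 active = percent activation above the screen-wide mean plus 3 SD, cut at about 25% in these data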
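Test system: Procaspase-7 triple mutant (PC-7 D3A). Also added: Ac-DEVD-pNA substrate, 400 µM as added. Schedule: 1 h enzyme–compound preincubation and 2 h substrate reaction, both 25 °C. Signal: p-Nitroaniline absorbance at 405 nm, read at 0 and 120 min. Control set: low DMSO alone, high DMSO plus 5 µM PC-7.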
TPT1 inhibitor: Candida albicans TPT1 enzyme inhibitors, primary screen, biochemical, fluorescence polarization; inhibition, % at 5 µM; recombinant caTPT1, FP RNA substrate dephosphorylation; 300,000 compounds, 0.81% hits; tRNA 2'-phosphotransferase TPT1 (Candida albicans SC5314);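 active = inhibition above the mean of all tested compounds plus 3 SD, set per screening campaign, cut at about 24% in these data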;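 note: plate controls were DMSO alone for no effect and ferristatin control at 100 nM for full effect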
procasp3 activ: activators of human procaspase-3 D3A mutant, primary screen, biochemical, absorbance, PC-3 D3A mutant, single concentration | AID 463141, 2010 | activation, % at 8.5 µM | recombinant procaspase-3 D3A, Ac-DEVD-pNA absorbance 405 nm | 330,000 compounds, 0.11% hits;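 active = activation above the mean of all tested compounds plus 3 SD, cut at about 21% in these data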;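 note: 0% = DMSO alone and 100% = DMSO wells spiked with extra 5 µM PC-3 D3A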
Target sequence (P42574 whole entry D9A/D28A/D175A): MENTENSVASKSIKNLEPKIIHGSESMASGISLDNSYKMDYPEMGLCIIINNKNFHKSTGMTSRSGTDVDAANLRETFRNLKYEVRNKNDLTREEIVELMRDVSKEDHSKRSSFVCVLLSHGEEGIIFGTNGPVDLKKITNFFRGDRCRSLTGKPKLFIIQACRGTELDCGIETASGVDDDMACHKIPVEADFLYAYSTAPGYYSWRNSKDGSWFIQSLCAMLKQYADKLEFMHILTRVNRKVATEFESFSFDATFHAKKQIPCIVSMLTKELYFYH
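Test system: Procaspase-3 D3A mutant; medium: Zinc-free HEPES/NaCl buffer with 0.01% Triton X-100 at pH 7.4; reagent: DEVD-pNA substrate; doses: one concentration, 8.5 µM nominal, 0.8% DMSO; times: 1 h preincubation plus 2 h reaction at 25 °C; signal: Epi-absorbance at 405 nm of released p-nitroaniline, 0 and 120 min; replicates: singlicate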
JMJD2C inh: inhibitors of GASC-1 histone demethylase, primary screen, biochemical, fluorescence, DELFIA europium. GST-JMJD2C(1-420) H3K9me3 demethylation. inhibition, % at 2.35 µM. Lysine-specific demethylase 4C (Homo sapiens), Q9H3R0. AID 2099, 2009. 330,000 compounds, 0.069% hits;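 active = more than half of a compound's replicate wells show inhibition beyond 50%, single wells judged on their own value; inconclusive = some, but no more than half, of replicates pass 50% inhibition; inactive = no replicate passes 50% inhibition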;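 note: signal counts dimethyl H3K9 product captured on neutravidin plate; 0% = median of DMSO wells and 100% = 0.3 times that DMSO median; strong numbers were not always called active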
core dimer inh: inhibitors of HCV core protein dimerization, primary screen, biochemical, TR-FRET, high-throughput; TR-FRET GST/Flag-core106 dimerization, 1536-well; inhibition, % at 5 µM; 300,000 compounds, 0.33% hits; AID 1899, 2009;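 active = inhibition above the mean of all tested compounds plus 3 SD, set per screening campaign, cut at about 45% in these data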
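Material: GST/Flag-tagged HCV core106 proteins. Incubation: 4 h, 22.5 °C incubation. Read-out basis: inhibition (%) from 671 over 617 nm ratio. Measured by: TR-FRET, excitation 340 nm, emission 617 and 671 nm.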
PP1 inh: PP1-alpha phosphatase inhibitors, primary screen, counter-screen for PP5 inhibitor project, biochemical, fluorescence, OMFP substrate, single point; purified PP1alpha; inhibition, % at 6.7 µM; 320,000 compounds, 0.9% hits;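 active = inhibition above the mean inhibition of all tested compounds plus 3 SD, computed separately for each screening campaign, cut at about 15% in these data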
CTSL1 counter: Fasciola hepatica cathepsin L1 inhibitors, primary screen, counter-screen for PFM18AAP inhibitor project, biochemical, QFRET, fluorogenic peptide substrate; AID 1906, 2009; inhibition, % at 5.96 µM; 300,000 compounds, 0.49% hits; recombinant F. hepatica cathepsin L1, Z-Leu-Arg-MCA fluorescence;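 active = inhibition above the mean of all tested compounds plus 3 SD, set per screening campaign, cut at about 17% in these data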;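 note: 0% = plate median of test compound wells and 100% = 1 µM Z-Phe-Ala-diazomethylketone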
* = called active by the depositor; ? = inconclusive; · = no result given.

canonical_smiles | PP5 inh | Efflux pump mplx | procasp7 counter | TPT1 inhibitor | procasp3 activ | JMJD2C inh | core dimer inh | PP1 inh | CTSL1 counter
CC(C)OCCCNC(=O)C1CCC(CNS(=O)(=O)c2ccccc2)CC1 (stereo unspecified) | -0.4 | 0.1 | 2 | -2 | -7 | 2 | -1 | -3 | -1
O=C(CCCl)Nc1nnc(SCC(=O)NC2CCCC2)s1 | 0.3 | 0.1 | 3 | -1 | -14 | 10 | -4 | -4 | -1
CCn1ccnc1CN1CCN(CCC(C)C)C(CCO)C1 (stereo unspecified) | 0.8 | 0.1 | 2 | 0 | 3 | 4 | 2 | -6 | 7
COc1ccc(NC(=O)c2nn(C)c(C(=O)Nc3ccc(OC)cc3)c2[N+](=O)[O-])cc1 | 1.5 | -0.1 | 15 | 0 | 1 | 11 | -1 | -4 | -1
Cc1cnc(-c2nnc(N(C)C(=O)c3cccnc3)s2)cn1 | 0.8 | 0.1 | 15 | -1 | -4 | -33 | -1 | -1 | 3
CC(C)(C)NC(=O)C(c1ccncc1)N(CC1CCCO1)C(=O)Cn1nnc(-c2ccc(F)cc2)n1 (stereo unspecified) | -0.6 | 0.2 | -5 | -3 | 0 | -25 | -1 | -5 | 4
Fc1ccc(COc2ccc(/C=N/n3cnnc3)cc2)cc1 | -0.1 | 0.0 | 4 | -1 | -2 | 2 | 1 | 3 | 4
Fc1ccc(-c2cnc[nH]2)cc1 | -1.3 | 0.0 | -11 | -6 | 1 | 6 | -3 | -5 | -8
COCCn1c(-c2ccccc2)nc2c(c(=O)c3ccccc3n2C)c1=O | 1.8 | 0.4 | 1 | 2 | -5 | 6 | 0 | 2 | 5
C[C@H](CO)N1C[C@H](C)[C@@H](CN(C)S(=O)(=O)c2ccccc2)Oc2c(NS(=O)(=O)c3cccs3)cccc2C1=O | · | 0.2 | -6 | · | 7 | 0 | · | · | ·
Oc1ccccc1-c1n[nH]c(=S)n1Cc1ccccc1 | 0.2 | -0.2 | -14 | -4 | 2 | 6 | -5 | 0 | -1
CC1(C)CC(O)(CNCc2ccc3c(c2)OCO3)CCO1 (stereo unspecified) | -0.3 | 0.5 | -1 | 0 | 0 | ? | 0 | 0 | 4
CN1CCN(S(=O)(=O)c2cccc(C(=O)Nc3sc4c(c3-c3nc5ccccc5[nH]3)CCCC4)c2)CC1 | -2.3 | 0.0 | 3 | 33* | -13 | 16 | 25 | 0 | -1
CC(=O)Nc1ccc(S(=O)(=O)N2CCN(CCCOc3ccccc3Cl)CC2)cc1 | 3.5 | -0.3 | -5 | 1 | 10 | 3 | -2 | 3 | 1
Cc1ccc(NC(=O)C2CCN(C(=O)N3CCOc4ccccc43)CC2)cc1 | 0.7 | 0.0 | 0 | -2 | 0 | 0 | -1 | -2 | -4
Cc1ccc(S(=O)(=O)N2CCN(C(=O)C3Cc4ccccc4CN3C(=O)c3ccco3)CC2)cc1 (stereo unspecified) | 0.2 | 0.1 | 8 | -1 | -6 | 2 | 41 | 0 | -1
O=C1CC(SC2=NCCS2)C(=O)N1c1cccc(Cl)c1Cl (stereo unspecified) | 1.5 | 0.1 | 3 | 2 | 3 | -22 | 0 | -1 | -3
CC(=O)O[C@H]1CC[C@@]2(C)[C@@H](CC[C@H]3[C@@H]4CC[C@H](C(C)O)[C@@]4(C)CC(=O)[C@@H]32)C1 (stereo partly specified) | -0.2 | 0.1 | -5 | -3 | 0 | 6 | -8 | 1 | -9
COc1cccc(CNC(=O)c2ccc(NS(=O)(=O)c3ccc4[nH]c(=O)[nH]c4c3)cc2)c1 | 3.0 | 0.1 | 6 | · | 0 | 3 | · | -1 | ·
Nc1ccc2nc(SCc3ccc([N+](=O)[O-])cc3)sc2c1 | 3.0 | 0.3 | 1 | 0 | -4 | -7 | 6 | 0 | 0
Cc1ccc(S(=O)(=O)N[C@@H](CO)C(=O)N[C@@H](Cc2ccc(O)cc2)C(=O)O)cc1 | -2.4 | -0.2 | 9 | 3 | 4 | 4 | 2 | 0 | 0
CC(C)OP(=O)(OC(C)C)C(NC(=O)c1cccc([N+](=O)[O-])c1)C(N)=O (stereo unspecified) | -0.9 | -0.1 | -5 | -5 | 2 | 0 | -1 | -2 | 1
CCN1C(=O)/C(=C/N2CCc3ccccc32)SC1=S | 2.1 | 0.1 | -2 | 18 | 1 | 0 | -1 | -4 | 1
O=C(CN1C(=O)C2C3C=CC(C3)C2C1=O)N1CC(=O)N(CCc2ccccc2)C(=O)C1 (stereo unspecified) | 2.9 | 0.0 | -5 | 2 | 9 | -23 | -5 | -3 | -4
O=C(NCC(O)c1ccc([N+](=O)[O-])cc1)c1cccc(S(=O)(=O)N2CCOCC2)c1 (stereo unspecified) | 1.2 | -2.6 | 10 | 0 | -2 | 6 | -6 | -3 | -1
COc1cc(/C=N/Nc2ccccc2)ccc1OC(=O)c1cccs1 | 0.1 | 0.1 | 6 | 3 | -3 | 34 | 6 | 11 | -4
NC(=O)CCS(=O)(=O)CCN1CCCCC1 | 0.0 | 0.0 | 1 | -3 | 4 | 6 | -2 | -4 | 1
Cc1sc2nc(SCc3nnc(-c4cccs4)o3)n(C3CCCC3)c(=O)c2c1C | 1.6 | 0.2 | 3 | 0 | 6 | 7 | 9 | 0 | -1
C=CCNc1nnc(Cl)c2ccccc12 | 2.3 | 0.0 | 7 | -4 | 4 | -2 | -2 | -2 | 1
COC(=O)c1cccc(NC(=O)C23CC4CC(C2)CC(n2cncn2)(C4)C3)c1 | 0.3 | 0.0 | 15 | -1 | 2 | -1 | -4 | 0 | -5
CSc1cc(C)nc(N(C)C(C)=O)n1 | -0.6 | 0.2 | -7 | 3 | -3 | 1 | 0 | -1 | 1
CCCn1c(COc2ccccc2OC)nc2ccccc21 | -1.0 | -0.2 | 3 | -4 | -2 | -2 | -12 | 1 | -4
C/C(=N\Nc1nc(C)cc(-c2ccccc2)n1)c1cccc(N)c1 | 5.0 | 0.0 | 3 | 1 | 1 | -7 | -2 | 1 | -3
CCCn1c(C(O)c2ccc3c(c2)OCO3)nc2ccccc21 (stereo unspecified) | 2.5 | 0.0 | 8 | 1 | 3 | -6 | 9 | 2 | -19
CCc1c(O)nc(SCC(=O)N(CC)CC)[nH]c1=O | -0.6 | 0.2 | 3 | -2 | -2 | -16 | 0 | -1 | 0
CCOc1ccc(/C=N/NC(=O)CSc2ccccn2)cc1O | 3.1 | 0.1 | 0 | 2 | -3 | 3 | -3 | 0 | -3
Cc1ccc(C)c(-n2nnnc2Sc2nc([N+](=O)[O-])nn2C)c1 | 1.3 | -0.8 | 3 | -4 | 0 | 1 | -7 | 2 | -2
COc1cccc(N(C(C)=O)c2nc(C)cc(C)c2C#N)c1 | 2.0 | -0.3 | 0 | -3 | 1 | 13 | 0 | 1 | 0
Cc1c(NC(=O)C2CCCCC2)cc(C(=O)N2CCOCC2)cc1[N+](=O)[O-] | 0.1 | 0.1 | 3 | 0 | 6 | 21 | -15 | -1 | 1
CCC(CC)NC(=O)CON=C1c2ccccc2-c2ccccc21 | 1.2 | -0.6 | -1 | 2 | 4 | 9 | 1 | 0 | 3
CN(c1cccc(NC(=O)CN(c2cccc(F)c2)S(C)(=O)=O)c1)S(C)(=O)=O | 1.2 | 0.3 | 5 | -1 | -7 | 13 | -1 | -5 | 2
Cc1cccc(-c2nnc(SCc3cc(=O)[nH]c4ccccc34)n2C)c1 | -1.2 | -0.1 | -37 | -2 | -3 | -6 | -5 | 1 | -6
CC1(c2nnc(-c3ccncc3)o2)CC(c2ccc(Cl)cc2)=NO1 (stereo unspecified) | -0.2 | -0.1 | 0 | -3 | 2 | 2 | 3 | 0 | 1
CC(C)N(C(=O)CSc1ccc(S(=O)(=O)N2CCCCC2)cn1)C(C)C | -0.1 | 0.1 | 1 | · | 0 | · | · | -3 | ·
O=C(CN(C1CCCCC1)C1CCCCC1)N1CCc2ccccc2C1 | 2.4 | -0.2 | 3 | -2 | -2 | -3 | 3 | 4 | 1
N#Cc1cc(NC2CCCC2)c([N+](=O)[O-])cc1C#N | 3.4 | -0.4 | 1 | 0 | -1 | 2 | -5 | 2 | -1
O=S(=O)(Nc1ccc2c(c1)nc1n2CCOC1)c1ccccc1 | 0.1 | 0.0 | 7 | 0 | -6 | 1 | -1 | 1 | -1
CCCCc1c(O)nc(SCC(=O)N2CCCCCC2)[nH]c1=O | 2.8 | 0.0 | -3 | -2 | -8 | 6 | -5 | 4 | 6
Cc1cc(C(F)(F)F)n(-c2nc(C(=O)NNS(=O)(=O)c3ccccc3[N+](=O)[O-])cs2)n1 | -3.1 | 0.1 | 4 | -1 | 0 | -1 | 21 | -3 | -4
CC1CCN(C(=O)CN(Cc2ccccc2)S(C)(=O)=O)CC1 | 1.5 | -0.2 | -5 | -1 | -3 | 10 | 8 | -4 | 5
O=C(COC(=O)[C@@H]1CCCN1C(=O)c1cccs1)Nc1ccc(F)cc1[N+](=O)[O-] | -0.1 | -0.4 | 7 | 0 | 7 | 1 | 2 | -5 | -8
Cc1ccc(OCn2c(=O)sc3ccccc32)cc1 | 2.7 | 0.0 | 2 | 0 | -5 | -7 | -2 | 0 | -4
O=C(Nc1ccccc1Cl)C1CCCN1C(=O)OCc1ccccc1 (stereo unspecified) | 2.2 | -0.1 | 2 | 0 | 8 | 2 | -15 | 0 | 0

Compound activity as filed in PubChem BioAssay.
